MT stabilizer: microtubule stabilizers in HeLa cells, primary screen, imaging, high-content imaging; HeLa tubulin immunostaining HCS, 24 h; share of cells brighter than vehicle mean+2SD; % tubulin-high responders, % at 10 µM; AID 2205, 2009; actives 0.83% (n = 200,000);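 active means plate Z-score above 3 for both tubulin-high and condensed-nucleus cell shares, with cell loss under 80%, at 10 µM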;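 further: anti alpha tubulin signal scored within the nucleus-defined area of each cell; some results filed as inactive read as strong as hits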
Insulin prom up: insulin promoter activators in MIN6 cells, imaging, high-content screening, mouse beta cells. MIN6 insulin promoter-GFP reporter; hits give high values. z-score at 5 µM. actives 0.3% (n = 190,000). AID 1625, 2009;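 active means z-score above 3 at 5 µM with at least 500 cells counted in the well; inconclusive means wells under 500 cells, flagged as cytotoxic or low count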
Myeloid diff MLP: induction of myeloid progenitor differentiation, primary screen, cell-based, flow cytometry, MLPCN library; ER-HoxA9 myeloid progenitors, lysozyme-GFP differentiation; AID 624256, 2012; calls only at 10 µM; actives 1% (n = 360,000);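 active means normalized GFP-positive differentiation at or above the plate's own cutoff, the solvent-only control mean plus 3 SD; inconclusive means no clear call, values can overlap the other calls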;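 further: cells exposed to compound for four days before flow analysis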
b-catenin transl: modulators of beta-catenin nuclear translocation, primary screen, imaging, HeLa cells, immunofluorescence, high-content; nuclear translocation activity, % at 5 µM; actives 0.3% (n = 190,000);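 active means nuclear translocation activity above 50% at 5 µM, with a well cell count of 50 or more; inconclusive means wells under 50 cells across six images, flagged as toxic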;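 further: per-cell ratio of nuclear to cytoplasmic median beta-catenin stain intensity; plate controls were DMSO negative control for no effect and GSK-3 inhibitor IX positive control for full effect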
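Test system: HeLa cells, endogenous beta-catenin; Compound: single 5 µM dose plus 0.02–20 µM confirmation series; Times: compound exposure 24 h at 37°C; Signal: fluorescence imaging of beta-catenin antibody stain plus DAPI; Read-out: % activation, nuclear-to-cytoplasmic median beta-catenin signal ratio per cell.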
T cell modulator: modulators of CD8 T cell-vesicle binding, primary screen, mouse 2C CD8+ T cells, flow cytometry | 2C CD8+ T cell-vesicle binding; hits give low values | calls only at 7 µM | actives 0.068% (n = 330,000);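 active means response, share of CD8 T cells binding vesicles, and their 90th percentile fluorescence all below set limits, cut at about 80% in these data, passing the limit was not always enough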
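Test system: purified 2C TCR transgenic mouse naive CD8+ T cells. Probe or stimulus: QL9-peptide-loaded Drosophila micro-vesicles bearing Ld, ICAM-1 and B7-1. Incubation: binding step 1.5 h, 37 °C, antibody labelling 20 min, ice. Measured by: flow cytometry of vesicle-bound cells.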
West Nile virus CPE: West Nile virus antiviral activity, cell-based, CPE readout (AID 1621); West Nile virus-infected cells, CPE inhibition; higher % means a stronger effect; CPE inhibition, % at 10 µM, or IC50 in µM where a hit was titrated; actives 0.02% (n = 290,000); in the data active means a potency from the dose series; inconclusive means CPE inhibition mostly from about 3.7% at the one dose, without a potency; inactive means the rest, 99 in 100 with CPE inhibition below about 2.2%; further: strong numbers were not always called active
Autophagy mod: autophagy modulators in MEF cells, primary screen, imaging, high-content, MEF GFP-LC3. MEF GFP-LC3 puncta imaging; test concentration mostly 10 µM. AID 463193, 2010. actives 0.98% (n = 190,000). calls only at 10 µM (by protocol);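 active means percentage of spot-positive cells more than 3 SD above its plate mean, without a fluorescence outlier flag or 80% toxicity; inconclusive means no clear call, values can overlap the other calls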;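 further: spot-positive cell cutoff set from DMSO-treated cells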
Lipid droplet: inhibitors of hepatocyte lipid droplet formation, primary screen, imaging, high-throughput imaging, BODIPY stain; inhibition, % at 6.5 µM; AML12 mouse hepatocytes, oleate lipid droplets; actives 0.4% (n = 240,000);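 active means lipid droplet intensity inhibited by at least 50%, with more than 500 cells counted; inconclusive means wells with under 300 cells, treated as cytotoxic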
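Assay system: AML12 hepatocytes (mouse) / Also added: 100 µM oleic acid challenge / Times: overnight treatment with compound plus oleate / Detection: high-content imaging of BODIPY-stained droplets and DAPI nuclei / Evaluation: % inhibition of lipid droplet signal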
WT yeast gro inh: growth inhibition of WT strain, primary screen, mitochondrial fusion inhibitor project, WT and mutant strains, chemical genetic; mitochondrial fusion phenotypic screen; inhibition, % at 10 µM; actives 2.1% (n = 190,000); in the data active means inhibition above about 58%; tested in S. cerevisiae
WT yeast gro inh mutant strain: also measured in WT yeast gro inh; calls as there; inhibition, %; mitochondrial fusion phenotypic screen, mutant strain inhibition
Insulin prom up cell count: recorded beside Insulin prom up, whose call it bears; cell count; measured here: cytotoxicity, nuclei count;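 total cells summed across four imaged fields per well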
Lipid droplet cells 6.5 µM: further read-out of Lipid droplet, marked with its call; cell count; measured here: cell count, cytotoxicity flag;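 cells counted across two imaged fields per well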
b-catenin transl cell count 5 µM: recorded beside b-catenin transl, whose call it bears; cell count; measured here: cell count, cytotoxicity flag
T cell modulator vesicle-bound %: further read-out of T cell modulator, marked with its call; double positive events, %; measured here: CD8+ vesicle-bound cell fraction;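 binding gate set so that unloaded-vesicle control wells show 10% double positive cells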
MT stabilizer Hoechst-high %: also measured in MT stabilizer; calls as there; % Hoechst-high responders; measured here: nuclear condensation Hoechst responders;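 share of cells brighter than vehicle mean plus two SD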
MT stabilizer cytotoxicity %: second read-out of MT stabilizer, no call of its own (marks repeat the call); toxicity, %; measured here: cytotoxicity by cell density;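 0% = mean cell density of plate MIN control wells and 100% = no cells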
Autophagy mod cell loss 18 h: recorded beside Autophagy mod, whose call it bears; toxicity, %; measured here: cell loss, nuclei count;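 cell loss after 18 h compound exposure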
Myeloid diff MLP GFP+ MAC1+ %: also measured in Myeloid diff MLP; calls as there; GFP+ MAC1+ double positive, %; measured here: differentiation confirmed by MAC1 staining
An asterisk follows results filed as active; i = inactive; ? = inconclusive; . = no result given.

smiles	MT stabilizer	MT stabilizer Hoechst-high %	MT stabilizer cytotoxicity %	Insulin prom up	Insulin prom up cell count	Myeloid diff MLP	Myeloid diff MLP GFP+ MAC1+ %	b-catenin transl	b-catenin transl cell count 5 µM	T cell modulator	T cell modulator vesicle-bound %	West Nile virus CPE	Autophagy mod	Autophagy mod cell loss 18 h	Lipid droplet	Lipid droplet cells 6.5 µM	WT yeast gro inh	WT yeast gro inh mutant strain
CCNC(=O)[C@H]1O[C@@H](n2cnc3c(N)ncnc32)[C@H](O)[C@@H]1O	.	.	.	0.18	1493	i	2.4	-2.1	1187	i	23	0.0%	.	.	-2	739	-2	12
Cc1cc(OC(=O)c2ccco2)c2c3c(c(=O)oc2c1)CCCC3	3.6	1.3	4.7	?	.	i	1.0	.	.	i	49	-0.2%	i	-2	5	771	17	32
CC(=NCC1CCCO1)c1c(O)n(C)c(=O)n(C)c1=O (configuration not stated)	1.9	2.6	14	0.3	1185	i	1.9	-2.5	1020	i	27	0.0%	i	-19	.	.	-10	-3
O=C1NC(=O)N(Cc2ccccc2)C(=O)/C1=C/c1cnn(-c2ccccc2)c1	4.3	2.4	7.8	0.35	1199	.	.	1.9	995	i	59	0.5%	i	3	3	704	-5	30
COc1ccc(CN2CCN(Cc3ccccc3F)CC2)cc1	.	.	.	.	.	i	0.1	.	.	i	65	-0.4%	.	.	2	818	.	.
O=C(N/N=C/c1c(O)n(C2CCCCC2)c(=S)[nH]c1=O)c1ccccc1	.	.	.	.	.	?	.	.	.	i	10	?	.	.	-1	777	.	.
COc1ccc(-n2c(O)c(/C=C/C=Nc3ccccc3)c(=O)[nH]c2=O)cc1	2.0	1.2	1.8	1.6	1344	i	15	-2.0	974	i	10	-0.3%	i	-10	7	581	-10	-10
CCOc1c(Cl)cc(CNC(C)C(O)c2ccccc2)cc1OC (configuration not stated)	3.4	1.4	11	-0.29	1467	i	0.3	-3.5	1077	i	27	-1.3%	i	-18	-1	580	1	-5
CC(=NCCC(c1ccccc1)c1ccccc1)c1c(O)n(C)c(=O)n(C)c1=O	3.0	2.2	12	-1.8	1441	i	0.9	1.4	1095	i	30	-1.1%	i	-13	-9	603	2	-10
Cc1cc(OCC(=O)OC(C)C)c2c3c(c(=O)oc2c1)CCCC3	3.5	2.1	9.4	-0.38	1536	i	0.2	-1.1	1399	i	26	0.4%	i	10	.	.	2	1
NC(Cc1ccccc1)c1nc(-c2ccccc2)no1 (configuration not stated)	.	.	.	-0.27	936	i	0.1	0.7	1300	i	31	-0.1%	.	.	-9	650	.	.
C[n+]1c(-c2ccccc2)sc2ccccc21	.	.	.	.	.	i	1.5	.	.	i	31	-0.7%	.	.	-4	807	.	.
CC12CN3CC(c4ccccc4)(CN(C1)C31CCCCC1)C2=O	3.4	1.8	3.4	-1	1270	i	0.3	0.4	1121	i	44	0.3%	i	-5	10	734	-15	2
CCc1ccccc1NC(=O)N1C[C@H]2C[C@@H](C1)c1cccc(=O)n1C2	.	.	.	.	.	i	2.1	.	.	i	54	0.0%	.	.	-2	783	.	.
Cc1cc(OCC(=O)N2CCC(C(=O)NCC(C)C)CC2)c2c3c(c(=O)oc2c1)CCCC3	.	.	.	.	.	i	3.7	.	.	i	11	1.6%	.	.	-1	704	.	.
COc1ccc(C(=O)C2CCCN(Cc3ccc(C)s3)C2)c(OC)c1 (configuration not stated)	2.6	1.3	0.1	-0.78	1479	i	0.5	-0.3	1000	i	28	-1.0%	i	11	-25	685	-3	-8
CNc1ccc2nc3ccccc3[n+](C)c2c1	.	.	.	.	.	?	.	.	.	i	66	-1.0%	.	.	-2	824	.	.
O=c1[nH]c(=O)n(-c2cccc(Cl)c2)c(O)c1/C=N/c1ccccn1	1.8	1.7	15	-0.17	1323	i	0.4	0.3	1128	i	51	-0.1%	i	4	.	.	7	2
C/C(=N\N1CCN(C)CC1)c1c(O)[nH]c(=O)[nH]c1=O	5.8	3.1	6.8	0.39	1320	i	0.1	-1.2	832	i	55	-0.5%	i	-18	0	698	-27	1
O=C(CN1CCN(Cc2ccc(Cl)cc2)C1=O)N1CCC2(CC1)OCCO2	2.5	1.8	4.6	-0.13	1009	i	0.6	-2.1	1063	i	12	0.1%	i	5	-2	771	-3	-35
CCCc1nnc(NC(=O)CCC(=O)N2CCC3(CC2)OCCO3)s1	.	.	.	0.78	1116	i	1.0	0.3	1314	i	41	0.2%	.	.	-15	653	.	.
Cc1ccc(/C=C2/C(=O)NC(=O)N(Cc3ccc(F)cc3)C2=O)o1	.	.	.	.	.	.	.	-0.5	1304	i	52	-0.1%	.	.	5	719	.	.
COc1ccc(Cn2c(O)c(C=NCCCn3ccnc3)c(=O)[nH]c2=O)cc1	3.8	1.9	2.5	0.76	1454	i	1.4	-3.1	886	i	14	0.1%	i	-14	.	.	-8	11
OC1(c2ccccc2F)CC2CCC(C1)N2CCN1CCOCC1 (configuration not stated)	5.5	3.5	7.4	-0.36	1145	i	0.4	-0.5	840	i	24	0.2%	i	-8	.	.	-8	-11
O=[N+]([O-])c1ccc(N2CCNCC2)cc1NC1CC1	2.0	1.7	2.0	1.4	1517	.	.	-1.5	1125	i	37	.	i	4	.	.	2	5
CCP(=S)(CC)c1ccc(N(C)C)cc1	2.6	2.0	7.1	-0.58	1236	i	0.9	-1.1	1094	i	24	0.3%	i	12	10	678	-13	-13
Cc1cc(C)cc(N2C(=O)NC(=O)/C(=C\C=C\c3ccco3)C2=O)c1	3.5	1.2	2.8	-0.46	1043	i	0.0	-1.6	516	i	16	-0.2%	i	-6	-20	616	8	8
Cc1ccc(S(=O)(=O)CC(=O)c2cc(C)c(OC(=O)N(C)C)c(C)c2)cc1	3.3	1.1	2.9	-0.59	1340	i	1.2	0.8	1055	i	60	-0.2%	i	-1	.	.	-10	2
CCOC(=O)C(NC(=O)C(Cc1ccc(N(CCCl)CCCl)cc1)NC(C)=O)C(C)C (configuration not stated)	4.9	2.5	14	-0.15	1317	i	0.2	0.4	1396	i	13	-0.5%	i	-1	-8	696	-13	-2
CC(C)c1ccc(OCC(=O)N2CCN(C)CC2)c(Br)c1	2.8	1.3	11	1.3	1290	i	7.1	0.8	868	i	5	-0.5%	i	4	-29	745	10	2
O=C(Nc1cccc(Cl)c1)OC1CN2CCC1CC2 (configuration not stated)	.	.	.	-0.1	1303	i	0.0	3.6	985	i	21	-0.1%	.	.	8	739	.	.
Cn1c(=O)cc(OCCCC(=O)N2CCC3(CC2)OCCO3)c2ccccc21	4.8	2.1	3.7	-0.71	1010	i	1.2	0.7	767	i	18	0.5%	i	1	.	.	3	11
COCCCNC(=O)Cn1cc(/C=C2\C(=O)NC(=O)N(c3ccccc3F)C2=O)c2ccccc21	.	.	.	.	.	i	1.3	.	.	i	12	-0.2%	.	.	-1	859	.	.
CCCCc1nc2ccccc2c(=O)n1-c1ccc(O)cc1	2.4	0.5	42	-0.37	986	i	0.5	-1.2	1132	i	46	1.2%	i	-2	-26	749	16	5

No new results follow: an excerpt of the list.
smiles	MT stabilizer	MT stabilizer Hoechst-high %	MT stabilizer cytotoxicity %	Insulin prom up	Insulin prom up cell count	Myeloid diff MLP	Myeloid diff MLP GFP+ MAC1+ %	b-catenin transl	b-catenin transl cell count 5 µM	T cell modulator	T cell modulator vesicle-bound %	West Nile virus CPE	Autophagy mod	Autophagy mod cell loss 18 h	Lipid droplet	Lipid droplet cells 6.5 µM	WT yeast gro inh	WT yeast gro inh mutant strain
CCP(=S)(CC)c1ccc(N(C)C)cc1	2.6	2.0	7.1	-0.58	1236	i	0.9	-1.1	1094	i	24	0.3%	i	12	10	678	-13	-13
Cc1cc(C)cc(N2C(=O)NC(=O)/C(=C\C=C\c3ccco3)C2=O)c1	3.5	1.2	2.8	-0.46	1043	i	0.0	-1.6	516	i	16	-0.2%	i	-6	-20	616	8	8

Screening data as filed in PubChem BioAssay.

A portion of the library; the hit share may differ from the screen's.
